Screening results as filed in PubChem BioAssay.
USP30 inh: human USP30 deubiquitinase inhibition | purified USP30, Ub-rhodamine cleavage fluorescence | inhibition, % at 25 µM | hit rate 5.3% among 47,000 | AID 1645860
USP8 block: human USP8 deubiquitinase inhibition | P40818 | purified USP8, Ub-rhodamine cleavage fluorescence, 30 min | inhibition, % at 20 µM | hit rate 4.2% among 47,000
OTUD3 inh: inhibitors of human OTUD3 deubiquitinase; hit rate 0.7% among 47,000; Q5T2D3; inhibition, % at 25 µM; AID 1645858; purified OTUD3, Ub-rhodamine fluorescence, 2 h
USP17 inh: human USP17-like deubiquitinase inhibition | A8MUK1 | purified USP17, Ub-rhodamine cleavage fluorescence, 3 h | inhibition, % at 50 µM | hit rate 6.5% among 47,000 | AID 1645855
USP10 inh: blocks human USP10 ubiquitin-rhodamine cleavage; purified USP10, Ub-rhodamine fluorescence, 60 min; inhibition, % at 20 µM; AID 1645856; hit rate 1.1% among 47,000; Q14694
Target sequence (Q14694 whole entry, looked up): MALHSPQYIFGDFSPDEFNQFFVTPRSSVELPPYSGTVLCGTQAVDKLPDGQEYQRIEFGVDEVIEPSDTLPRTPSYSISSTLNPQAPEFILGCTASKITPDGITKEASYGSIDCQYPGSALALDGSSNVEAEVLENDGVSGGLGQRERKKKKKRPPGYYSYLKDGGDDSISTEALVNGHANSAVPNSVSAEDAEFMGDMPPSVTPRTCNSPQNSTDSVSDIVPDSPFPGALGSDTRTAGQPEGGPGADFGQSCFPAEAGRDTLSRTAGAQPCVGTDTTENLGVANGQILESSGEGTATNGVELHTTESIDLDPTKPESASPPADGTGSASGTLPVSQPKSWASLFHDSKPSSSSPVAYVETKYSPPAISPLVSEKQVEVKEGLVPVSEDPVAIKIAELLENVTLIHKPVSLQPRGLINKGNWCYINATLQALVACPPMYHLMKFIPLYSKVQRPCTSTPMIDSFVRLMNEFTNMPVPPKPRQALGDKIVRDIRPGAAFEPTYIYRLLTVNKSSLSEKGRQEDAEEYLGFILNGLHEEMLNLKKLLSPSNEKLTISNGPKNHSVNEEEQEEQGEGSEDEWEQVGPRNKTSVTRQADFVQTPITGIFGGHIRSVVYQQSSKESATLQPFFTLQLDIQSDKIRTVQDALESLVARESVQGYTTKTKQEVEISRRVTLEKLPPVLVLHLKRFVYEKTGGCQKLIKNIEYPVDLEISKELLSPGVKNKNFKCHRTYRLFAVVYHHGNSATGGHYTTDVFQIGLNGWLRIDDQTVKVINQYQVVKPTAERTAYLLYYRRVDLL
USP7 inh: inhibitors of human USP7 deubiquitinase | Q93009 | purified USP7, Ub-rhodamine cleavage fluorescence | inhibition, % at 20 µM | hit rate 0.3% among 47,000
UCHL1 inh: inhibitors of human UCHL1 deubiquitinase; P09936; hit rate 0.2% among 47,000; AID 1645859; purified UCHL1, Ub-rhodamine cleavage fluorescence; inhibition, % at 20 µM
USP28 block: inhibitors of human USP28 deubiquitinase | inhibition, % at 25 µM | hit rate 3% among 47,000 | purified USP28, Ub-rhodamine cleavage fluorescence, 30 min | Q96RU2
* = called active by the depositor; x = no result given. No stated cut-off is given here; in the data, active means inhibition above about 30%; inactive means the rest. Compounds were not picked by outcome. Share with any hit: about 13%.

SMILES	USP30 inh	USP8 block	OTUD3 inh	USP17 inh	USP10 inh	USP7 inh	UCHL1 inh	USP28 block
N#Cc1cc(-c2ccccc2)nnc1NCc1ccccc1	23	10	13	21	7	-20	4	22
CC(C)c1cc2c(c(O)c1O)[C@@]13CCCC(C)(C)[C@@H]1C[C@@H]2OC3=O	11	3	28	74*	7	-2	-1	33*
Cc1cc(NC(=O)c2ccc3c(=O)n4c(nc3c2)CCCCC4)no1	31*	2	5	23	0	-3	-2	25
O=C(Nc1cccc(F)c1)C1CCCN(c2nnc3ccccn23)C1 (centres undefined)	-12	5	-14	-12	-1	-10	1	-14
Cc1ccc(-c2c(C(=O)OC(C)C)c(C)nc3sc4c(c23)CCC4)cc1	-59	-6	-9	-38	-4	-6	0	-20
O=C(c1nc2c(s1)CCNCC2)N1CCOCC1	30	-1	16	13	3	6	2	11
CC(=O)C(Sc1nnc(-c2c[nH]c3ccccc23)n1-c1ccc(F)cc1)C(=O)N(C)C (centres undefined)	13	-179	0	-1	0	-1	0	0
Cc1ccc(NC(=O)Cn2cnc(S(=O)(=O)N3CCCC3)c2)c(C)c1	-2	2	-6	-2	0	-3	-2	-7
C=C(NC(=O)C(=C)NC(=O)c1ccc2c(n1)-c1coc(n1)C(=C)NC(=O)C(=C)NC(=O)c1nc(oc1C)C(=C)NC(=O)C(C(C)(C)O)NC(=O)C(=C)NC(=O)c1nc(oc1C)/C(=C\C)NC(=O)C(C(C)O)NC(=O)c1csc-2n1)C(N)=O (centres undefined)	-186	-13	-13	8	-11	7	0	-20
CC(=O)N1CCCCCC1C1CCN(c2ncccc2C#N)CC1 (centres undefined)	-32	-13	-13	-19	-13	-6	-4	-12
COc1cccc(CNC(=O)c2cc(S(=O)(=O)N3CCCC3)ccc2Cl)c1OC	0	-1	1	0	-1	3	2	7
Cc1cc(C)cc(NC(=O)CNc2cc(C)nc3nc(-c4cccnc4)nn23)c1	-8	-33	-2	-7	-7	-2	-3	-11
CCOc1ccc(NC(=O)c2ccc(N3C(=O)[C@@H]4Cc5ccccc5CN4C3=O)cc2)cc1	0	3	0	1	11	3	-1	3
Cn1c(=O)c(C(CO)CCO)nc2c(OCc3ccccc3)nc(N)nc21 (centres undefined)	-6	-10	4	6	-1	7	-3	-5
Cn1c(=O)c2c(-c3ccc(F)cc3)c(Nc3ccccc3)oc2n(C)c1=O	-25	-67	0	-20	-2	-6	0	2
Cc1nc2ccc(NC(=O)CCc3nc4ccccc4c(=O)[nH]3)cc2s1	-151	-37	-99	-25	-6	-11	-24	-39
Cc1ccccc1NC(=O)Cn1c(=O)n(C2CCCCC2)c2ncccc21	-67	-30	-31	-51	-14	-13	-6	-22
O=c1[nH]c(=O)n(-c2ccccc2)c2c1CN(Cc1ccco1)CN2	0	-2	-3	-5	-2	-2	-2	-5
Cc1ccnc(C2CN(C(=O)CCn3cnc4ccccc43)CCO2)n1 (centres undefined)	24	19	7	17	2	4	1	16
COc1ccc(C(=O)NCC(c2ccco2)N2CCOCC2)cc1Cl (centres undefined)	-17	-12	-7	-19	-6	-1	-4	-14
O=C(Nc1ccc2c(c1)OCCO2)Nc1ccc2nc3n(c(=O)c2c1)CCCC3	4	0	-2	32*	2	3	1	68*
Cc1nc2cccnc2n1C1CCN(C(=O)Nc2ccccc2)C1 (centres undefined)	-101	-14	-29	-27	-5	-11	-8	-27
COc1cc(OC)cc(N(C(=O)CCCC(=O)Nc2ccccn2)C(C(=O)NC2CCCCC2)c2ccc(C)cc2)c1 (centres undefined)	10	15	4	6	13	2	3	0
O=C(COc1ccc(Cl)cc1)Nc1noc(-c2ccccc2)n1	69*	88*	-1	4	50*	30	14	58*
CCn1c(=O)c(N2CCC(NC(=O)Nc3cc(C)cc(C)c3)CC2)nc2cccnc21	-18	1	0	-1	-6	1	-3	-1
CC(=O)c1ccc(NC(=O)CN2CCC(c3nnc(C)s3)CC2)cc1	0	1	5	1	1	6	3	5
CCOc1cc(CN2CCC(C(=O)NCc3ccccc3Cl)CC2)ccc1O	-3	1	-8	-15	-3	-5	-6	-2
Cc1ccc2nc(C(=O)NCCN3CCOCC3)cn2c1	7	2	0	x	2	1	-2	-3
Cc1ccccc1-c1cc(C(=O)NCCN2CCOCC2)c2cccc(Cl)c2n1	-29	-87	-12	-19	-2	-9	0	-19
O=C(CSc1nnc(CNC(=O)c2cccs2)o1)Nc1cccc(Cl)c1	0	-4	-8	-7	5	3	-1	0

Continued, overlapping the part above by 5 compounds.
SMILES	USP30 inh	USP8 block	OTUD3 inh	USP17 inh	USP10 inh	USP7 inh	UCHL1 inh	USP28 block
CC(=O)c1ccc(NC(=O)CN2CCC(c3nnc(C)s3)CC2)cc1	0	1	5	1	1	6	3	5
CCOc1cc(CN2CCC(C(=O)NCc3ccccc3Cl)CC2)ccc1O	-3	1	-8	-15	-3	-5	-6	-2
Cc1ccc2nc(C(=O)NCCN3CCOCC3)cn2c1	7	2	0	x	2	1	-2	-3
Cc1ccccc1-c1cc(C(=O)NCCN2CCOCC2)c2cccc(Cl)c2n1	-29	-87	-12	-19	-2	-9	0	-19
O=C(CSc1nnc(CNC(=O)c2cccs2)o1)Nc1cccc(Cl)c1	0	-4	-8	-7	5	3	-1	0
N#Cc1cccc(CN2CC[C@H](c3nc4ccccc4o3)C2)c1	-63	-55	-19	-6	-9	-8	-3	-20
Cc1nc(N(C)C)cc(N2CCN(C(=O)C3CCCCC3)CC2)n1	-16	-4	0	-7	-6	0	-1	0
CCc1nc2cc3c(cc2n1CC(=O)N1CCOCC1)OCCO3	-6	0	-5	-8	1	0	-3	-6
CC(C)n1c(CNC(=O)c2ccccc2F)nnc1SCC(=O)N1CCOCC1	21	23	9	10	0	6	0	11
COCCCNC(=O)c1cc2c(=O)n3cccc(C)c3nc2n1Cc1ccccc1	11	8	12	-6	-1	0	5	-20
CCCOc1ccc(-c2cc3n(c(=N)c2C#N)CCc2cc4c(cc2-3)OCO4)cc1OC	-166	-24	-44	-57	-13	-67	-77	-40
Cc1ccc(N2CCN(c3ccc(C)cc3)C2c2c(F)cccc2Cl)cc1	2	16	7	6	2	11	4	3
O=C1CC2(CCN(C(=O)c3ccc(F)c(F)c3)CC2)Oc2ccccc21	-8	10	0	-3	3	1	0	-7
Cc1ccc(C2CC(C(F)(F)F)n3nc(C(=O)NCCCN4CCOCC4)cc3N2)cc1 (centres undefined)	6	-19	16	-17	-8	-32	2	-2
O=C(Cn1cc(S(=O)(=O)Cc2ccc(F)cc2)c2ccccc21)N1CCCC1	8	8	3	6	0	-3	0	7

The last 2 records of the section above lead into the next:
SMILES	USP30 inh	USP8 block	OTUD3 inh	USP17 inh	USP10 inh	USP7 inh	UCHL1 inh	USP28 block
Cc1ccc(C2CC(C(F)(F)F)n3nc(C(=O)NCCCN4CCOCC4)cc3N2)cc1 (centres undefined)	6	-19	16	-17	-8	-32	2	-2
O=C(Cn1cc(S(=O)(=O)Cc2ccc(F)cc2)c2ccccc21)N1CCCC1	8	8	3	6	0	-3	0	7
O=C(c1ccc2onc(-c3csc(-c4cccnc4)n3)c2c1)N1CCCC1	x	-3	-2	-35	0	-3	0	x
COc1cc2cc(CN(C(=O)Nc3ccccc3Cl)C3CCCC3)c(=O)[nH]c2cc1OC	-142	-6	-28	-61	0	0	3	-52
O=C(CSc1nnc(CNC(=O)c2ccco2)o1)Nc1ccc(OC(F)(F)F)cc1	-21	-9	-8	-6	-1	-4	-2	-4
Cc1cnc(-c2cc(CC3CCCN(Cc4scnc4C)C3)ncn2)[nH]1 (centres undefined)	8	-46	10	0	-2	4	0	2
OC(CN1CCN(c2ccccc2)CC1)c1c[nH]c2ccc(F)cc12 (centres undefined)	-58	-25	-15	-12	-8	-28	-6	-18
O=C(c1ccc[nH]1)N1CCCC2(CCC(=O)N2CC2CC2)CC1 (centres undefined)	-7	-90	-3	-15	-1	2	-4	-7
O=C(/C=C1\NCCc2cc3c(cc21)OCCCO3)c1ccc(OC(F)(F)F)cc1	-232	53*	-45	22	-5	-14	-7	-41
O=C(c1ccoc1)N1CCCC(c2cc(-c3ccccc3)n[nH]2)C1 (centres undefined)	5	3	-3	-5	1	x	-1	0
CNC(C(=O)NC(CO)Cc1c[nH]c2ccccc12)C(C)C (centres undefined)	24	0	-3	12	0	3	0	2
CCCn1c(=O)[nH]c2c(C(=O)N3CCCC(C)C3)snc2c1=O (centres undefined)	10	23	12	-1	-1	1	0	5
COc1cccc(OCCOCC(O)CN2CCN(c3ccccn3)CC2)c1 (centres undefined)	0	-5	-1	0	0	2	1	1
COc1ccc(-c2csc(C)n2)cc1S(=O)(=O)N1CCCCC1C (centres undefined)	-11	-8	-4	-10	-1	-8	-2	-9
Cc1c(OCC(=O)NCc2ccccc2Cl)ccc2c3c(c(=O)oc12)CCC3	9	52*	10	19	23	12	2	2
COc1ccc(-c2c(NC(=O)C3CCCCC3)n(C)c3ccccc3c2=O)cc1	13	13	-7	9	9	-12	0	-2
CCc1cnc(N2CCC3(CCCC(=O)N3)CC2)nc1	12	-104	14	-4	2	4	0	4
COc1ccc(-c2n[nH]c3c2CN(C(=O)/C=C/c2ccccc2)CC3)cc1	23	-35	1	0	16	-4	4	7
Cc1ccc(C(=O)Nc2ncc3c(Cl)cccc3n2)cc1	33*	16	7	31*	5	6	4	24
N#Cc1ccc(S(=O)(=O)N2CC(C(=O)NC3CCCCC3)C3(CCOCC3)C2)cc1 (centres undefined)	17	-33	8	7	1	2	0	10
Cc1ccc(S(=O)(=O)NC2CCN(c3ncnc4c3CCC4)C2)cc1 (centres undefined)	10	0	17	5	-2	1	2	10
CCOC(=O)c1cc2c(ccn2-c2ccc(F)cc2)n1CC(=O)NC1CCCCC1	0	27	16	25	-6	0	-3	14

3 compounds out of the list above, ordered by the number in USP10 inh, high to low.
SMILES	USP30 inh	USP8 block	OTUD3 inh	USP17 inh	USP10 inh	USP7 inh	UCHL1 inh	USP28 block
Cc1ccc(C(=O)Nc2ncc3c(Cl)cccc3n2)cc1	33*	16	7	31*	5	6	4	24
COc1cccc(OCCOCC(O)CN2CCN(c3ccccn3)CC2)c1 (centres undefined)	0	-5	-1	0	0	2	1	1
Cc1ccc(S(=O)(=O)NC2CCN(c3ncnc4c3CCC4)C2)cc1 (centres undefined)	10	0	17	5	-2	1	2	10

Other structures follow:
SMILES	USP30 inh	USP8 block	OTUD3 inh	USP17 inh	USP10 inh	USP7 inh	UCHL1 inh	USP28 block
CCN1CCC2(CC1)CC(NC(=O)c1cccnc1)c1ccccc1O2 (centres undefined)	6	-190	6	-26	0	2	2	7
CCOc1ccc(NC(=O)c2cnc(Nc3ccc(OC)cc3)c3ccccc23)cc1	-12	7	25	8	3	7	2	-14
N#CCN1CC[C@@]2(O)CCCC[C@H]2C1c1ccc2c(c1)OCO2 (some centres undefined)	-2	-14	0	-5	-6	-2	0	0
O=C1CCCN1CCCNc1nc(CN2CCCCC2)nc2sc3c(c12)CCC3	-68	-11	-22	-18	0	-2	-3	-33
CCCCCCC(C)/C=C(C)/C=C/C(=O)N[C@H]1CC2(O[C@H]1O)[C@@H]1O[C@@H]1C(=O)[C@@H]1O[C@@H]12 (some centres undefined)	42*	-9	-9	30*	-5	13	4	5
